PNC inhibitor – inhibitors of perinucleolar compartment assembly | 140,000 compounds, 3.1% hits | PC3M PTB-GFP, PNC prevalence imaging, 16 h; hits give low values | AID 2417 | activity change (PNC), negative = inhibition, % at 10 µM;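 active = readout at or below -70, meaning at least 70% loss of cells showing the perinucleolar compartment, a nuclear body marking cancer cells; inconclusive = readout between -30 and a set limit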;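 note: plate controls were DMSO wells for no effect and camptothecin positive control wells for full effect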
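Read-out is percentage of cells bearing a perinucleolar compartment, from automated 20x imaging of fixed, Hoechst-stained PC3M PTB-GFP cells. Cells were seeded 4 h, then exposed 16 h to compound (23 nl of library stock) in duplicate plates.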
IMPase inh – cell-permeable inhibitors of inositol monophosphatase (IMPase); CHO-M1 cells, IP1 accumulation, HTRF TR-FRET ratio; P97697; 120,000 tested, under 10 active; inhibition (IP1 accumulation), % at 46.1 µM; AID 901; active = well fitted curve in the direction sought with a large enough effect in the signal ratio, not every such curve was filed as active; inconclusive = small, poorly fitted or top-dose-only effect, or a change in a side signal; inactive = no such curve, though single readings can be large or run the other way; the % refers to the signal ratio;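 note: cells stimulated with carbachol in lithium chloride buffer; plate controls were DMSO basal wells for no effect and reference inhibitor wells for full effect; higher means more IMPase inhibition seen as more IP1 and lower FRET ratio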
Target sequence (P97697 whole entry, looked up): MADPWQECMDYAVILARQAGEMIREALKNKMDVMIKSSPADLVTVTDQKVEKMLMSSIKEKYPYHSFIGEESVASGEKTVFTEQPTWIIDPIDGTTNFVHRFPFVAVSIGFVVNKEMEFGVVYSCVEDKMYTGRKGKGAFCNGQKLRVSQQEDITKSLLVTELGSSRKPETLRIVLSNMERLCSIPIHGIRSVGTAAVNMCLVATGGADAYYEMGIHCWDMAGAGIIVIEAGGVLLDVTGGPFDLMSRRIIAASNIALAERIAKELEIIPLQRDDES
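CHO-M1, 2000 cells/well, cultured 16–30 h; cpd up to 46 uM; carbachol (50 uM solution, stimulation buffer w/ 50 mM LiCl, pH 7.4), 30 min 37C; IP-One TR-FRET, 10 min RT; Ex 320/Em 665, 620; Hill-fit AC50.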
12-hLO inh – inhibitors of human 12-lipoxygenase (ALOX12). P18054. purified 12-hLO, xylenol orange hydroperoxide absorbance. Potency, µM (doses to about 57.1 µM), for the others: at the highest dose activity change, negative = inhibition, actives largely listed as inhibitors. 150,000 compounds, 0.12% hits; note: potency is the fitted concentration of half-maximal effect; nearly all actives have a fitted effect of over 55% in size; many of its hits are not listed in these tables
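Hydroperoxide output read as Fe(III)-xylenol orange absorbance, 573-to-405 nm ratio, after 30 min reaction with 40 uM arachidonic acid. Enzyme: 150 nM purified human 12hLO, 15 min compound preincubation; 25 mM Hepes pH 7.0, room temperature.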
ALOX15B inhib – blocks human 15-lipoxygenase 2 activity. Potency, µM (series often up to 57.1 µM), for the others: top-dose activity change, negative = inhibition, most hits filed as inhibitors. purified 15hLO-2, xylenol orange hydroperoxide absorbance. O15296. 110,000 compounds, 0.56% hits; note: potency is the fitted concentration of half-maximal effect; nearly all actives have a fitted effect of over 60% in size; many of its hits are not listed in these tables
Target sequence (O15296 whole entry, looked up): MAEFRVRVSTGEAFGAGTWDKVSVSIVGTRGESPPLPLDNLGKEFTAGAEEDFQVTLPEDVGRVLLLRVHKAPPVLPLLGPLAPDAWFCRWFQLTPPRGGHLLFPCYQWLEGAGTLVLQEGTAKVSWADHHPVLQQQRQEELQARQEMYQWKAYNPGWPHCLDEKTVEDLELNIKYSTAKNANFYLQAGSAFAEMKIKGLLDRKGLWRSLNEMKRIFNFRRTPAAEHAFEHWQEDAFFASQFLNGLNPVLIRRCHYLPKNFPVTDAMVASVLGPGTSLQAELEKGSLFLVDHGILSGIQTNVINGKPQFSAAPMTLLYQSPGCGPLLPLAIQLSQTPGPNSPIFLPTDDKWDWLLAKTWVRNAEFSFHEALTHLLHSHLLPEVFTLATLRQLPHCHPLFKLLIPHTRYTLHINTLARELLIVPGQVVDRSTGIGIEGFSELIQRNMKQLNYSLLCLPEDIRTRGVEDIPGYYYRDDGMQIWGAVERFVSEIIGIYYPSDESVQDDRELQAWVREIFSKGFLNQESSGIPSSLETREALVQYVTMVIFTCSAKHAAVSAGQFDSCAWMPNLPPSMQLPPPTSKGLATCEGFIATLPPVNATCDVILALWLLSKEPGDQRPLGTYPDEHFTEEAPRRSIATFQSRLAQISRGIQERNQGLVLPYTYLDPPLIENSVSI
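Read-out: hydroperoxide product oxidises ferrous iron, measured as xylenol orange complex via the 573-to-405 nm absorbance ratio after 30 min. Reaction: 50 nM enzyme, 15 min compound preincubation, 45 uM arachidonic acid, 90 min RT, Hepes pH 7.5 with Triton X-100.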
* hit, by the source's call; ? = inconclusive; · = no result given; & = joins results of further samples; [ ] = another dose, or the depositor's remark. Unless noted, calls come from the whole dose curve; as a rule, active = well fitted curve in the direction sought with a large enough effect; inconclusive = small, poorly fitted or top-dose-only effect, or another doubt; inactive = no such curve, though single readings can be large; an effect the other way counts as inactive or inconclusive. Unless noted, % is set by controls: 0 for no effect and ±100 for the full control effect. An excerpt. The share of hits here may be higher or lower than overall.

Start of the data: the first 2 compounds (preview)
Key to letters – A = PNC inhibitor; B = IMPase inh; C = 12-hLO inh; D = ALOX15B inhib
CCC(=O)N1c2ccccc2[C@@H](N(C(C)=O)c2ccccc2)C[C@H]1C
  A: 26; B: 15; C: 5%; D: -3%

CC(=O)Nc1ccc2c(CSc3nnc(-c4cccnc4)n3-c3ccc(C)cc3C)cc(=O)oc2c1
  A: 21; B: ·; C: 2%; D: ·

Results, previewed entries included:
Key to letters – A = PNC inhibitor; B = IMPase inh; C = 12-hLO inh; D = ALOX15B inhib
CCC(=O)N1c2ccccc2[C@@H](N(C(C)=O)c2ccccc2)C[C@H]1C
  A: 26; B: 15; C: 5%; D: -3%

CC(=O)Nc1ccc2c(CSc3nnc(-c4cccnc4)n3-c3ccc(C)cc3C)cc(=O)oc2c1
  A: 21; B: ·; C: 2%; D: ·

COCCNc1c(-c2ccc(O)cc2)nc2ccc(Cl)cn12
  A: -14; B: 8; C: 3%; D: ·

CCOC(=O)N1CCC(N2Cc3cccc(C(=O)Nc4ccc(OC)c(OC)c4)c3C2=O)CC1
  A: 25; B: 3; C: 2%; D: 0%

COc1ccc(CCNC(=S)Nc2cccc(C)c2)cc1
  A: -15; B: -6; C: -15%; D: ?

C=CCn1c(=O)c(C(=O)NCCNCC)c(O)c2ccccc21
  A: 4; B: 3; C: -10%; D: 8%

COc1ccc2cc(CCC(C)=O)ccc2c1
  A: ·; B: 5[20.6 µM]; C: -4%; D: -5%

CCC(C)[C@H](NC(=O)N1CCCC1)C(=O)O (stereo not given in full)
  A: -26; B: 1; C: 7%; D: 1%

COc1ccc(-c2cc(C(=O)NCc3cccnc3)no2)cc1OC
  A: 29; B: 9; C: 2%; D: 3%

CC(C)C(=O)Nc1ccc([N+](=O)[O-])c(C(F)(F)F)c1
  A: ·; B: 4; C: -21%; D: -1%

CC(=O)C1=C(c2ccccc2)OC(N)=C(C#N)C1c1ccc(O)cc1 (stereo not given)
  A: ?; B: ·; C: -4%; D: ·

Cc1cccc(N2CCN(C(c3cccs3)c3nnnn3C(C)(C)C)CC2)c1C (stereo not given)
  A: 18; B: 14; C: -3%; D: 4%

CCC(C)NC(=O)COc1ccc(S(=O)(=O)N2CCOCC2)cc1 (stereo not given)
  A: 10; B: 2; C: -6%; D: -2%

O=C(CCc1ccc(O)cc1)c1c(O)cc(O)cc1O
  A: ·; B: 0&4; C: -9%&-14%&-10%; D: ?

Cc1nn(-c2ccccc2)c(C)c1/C=N/NC(=O)CSc1nnc(-c2ccccc2)n1-c1ccc(Cl)cc1
  A: ?; B: ·; C: 4%; D: ·

CCn1c(SCCOc2ccc(Cl)cc2)nnc1-c1cccs1
  A: ?; B: 7; C: -10%; D: -5%

Cc1ccc(C(C(=O)NCc2ccco2)N(CCc2ccccc2)C(=O)Cn2nnc3ccccc32)o1 (stereo not given)
  A: -10; B: 14; C: -3%; D: -20%

O=C(c1ccc(Br)cc1)N(C1=NCCCCS1)c1ccccc1
  A: 7; B: 4; C: 1%; D: 7%

CCCCNC(=O)c1ccccc1NC(=O)c1ccccc1N(C)S(C)(=O)=O
  A: -12; B: 13; C: -1%; D: -15%

C=C(CC(=O)O)C(=O)O (tested in a mixture with another compound)
  A: ·; B: ·; C: -3%[11.4 µM]; D: 6%[11.4 µM]

Cn1nnc(NC(=O)c2ccc(C(C)(C)C)cc2)n1
  A: 8; B: 2; C: -5%; D: -4%

CCCCOc1ccc(CSc2n[nH]c(C)n2)cc1
  A: -22; B: -1; C: 0%; D: 2%

CC(C)(C)NC(=O)C1Cc2ccccc2CN1C(=O)Nc1ccccc1Cl (stereo not given)
  A: -1; B: -1; C: 2%; D: ·

CCOc1ccc2cc(C3CC(c4ccco4)=NN3S(=O)(=O)c3ccccc3)c(Cl)nc2c1 (stereo not given)
  A: ?; B: ·; C: -4%; D: ·

O=C(Nc1ccc(Oc2ccccc2)cc1)C1CCN(c2c3c(nc4ncnn24)CCC3)CC1
  A: 67; B: 17; C: -3%; D: 0%

Cc1ccc2cc(C=O)c(N(C)C)nc2c1
  A: ?; B: ·; C: 4%; D: ·

Cc1ccc(Cn2ccc(NC(=O)c3noc4c3CCc3ccccc3-4)n2)cc1
  A: 53; B: 8; C: 6%; D: 16%

CCOC(=O)c1nn(-c2ccc(C)c(C)c2)c(=O)c2c(N)scc12
  A: ?; B: 2; C: ?; D: -21%

Cc1nnc(SC(C)C(=O)NC2CCCc3ccccc32)n1-c1ccccc1 (stereo not given)
  A: ?; B: -1; C: 3%; D: ·

N#Cc1nc(Cc2ccccc2)oc1NCc1ccccc1
  A: 221; B: 23; C: -5%; D: ·

O=C(CCN1C(=O)c2ccccc2C1=O)NCCC1=CCCCC1
  A: 18; B: 2; C: -2%; D: 40%[activator]

CCOC(=O)c1cnc(SCc2nc(N)nc(Nc3ccc(F)cc3)n2)nc1N
  A: ?; B: 13; C: -3%; D: -3%

Cc1ccc(N=Nc2c(N)nn3c(C)cc(C)nc23)cc1
  A: ?; B: ·; C: -2%; D: ·

CCOc1cc(C2C(C(=O)c3ccco3)=C(O)C(=O)N2CCc2ccccc2)ccc1O (stereo not given)
  A: 10; B: 8; C: -10%; D: -18%

COc1cccc(-c2nnc(Nc3nc4c(F)cccc4s3)o2)c1
  A: 122; B: -22; C: 29%; D: ·

COC(=O)c1sc(S(=O)(=O)N2CCN(c3ccc(OC)cc3)CC2)c(C(=O)OC)c1C
  A: -28; B: -3&8; C: 3%; D: 4%

CCS(=O)(=O)c1nc(S(=O)(=O)c2ccc(Cl)cc2)c(NCc2ccco2)s1
  A: -20; B: 8; C: 2%; D: ·

CC1(C)CC(=O)C2=C(C1)Nc1ncnn1C2c1ccccn1 (stereo not given)
  A: -11; B: 2; C: 2%; D: 2%

CCSc1cc(N2CCCC2)nc(-c2ccc(F)cc2)n1
  A: ?; B: ?; C: -2%; D: 11%

COc1cc(C(=O)Nc2ccc(NC(=O)C3CC3)nc2)cc(OC)c1OC
  A: 53; B: -2; C: 5%; D: -1%

COC(=O)[C@@H]1C[C@]2(OC(=O)c3ccccc3)C=CC(=O)C[C@@H]2N1C(=O)OCc1ccccc1
  A: 21; B: ·; C: -7%; D: ·

COc1ccc(/C=N/Nc2ncnc3scc(-c4ccccc4)c23)cc1OC
  A: -14; B: 7; C: 11%; D: 11%

Cc1cc(NC(=O)c2cc(-c3ccco3)on2)n(-c2ccccc2)n1
  A: -21; B: -6; C: -6%; D: ·

CCCCn1c(N)c(-c2nc3ccccc3o2)c2c([N+](=O)[O-])nn(C)c(=O)c21
  A: 0; B: ·; C: 6%; D: ·

CCc1cccc(CC)c1NC(=O)CSc1nc2ccc(N3C(=O)C4C5C=CC(C5)C4C3=O)cc2s1 (stereo not given)
  A: 0; B: 5; C: 6%; D: -5%

CCOC(=O)N1CCN(Cc2nc3c(c(=O)n(C)c(=O)n3C)n2CCCc2ccccc2)CC1
  A: 2; B: 12; C: -5%; D: -1%

COCCN(C(=O)Nc1ccc(OC)cc1OC)C1CCN(C(C)C)CC1
  A: -18; B: 1; C: 2%; D: 8%

Cc1cc(C)c2c(N)c(C(=O)Nc3nccs3)sc2n1
  A: -1; B: -25; C: 0%; D: -3%

CCOC(=O)c1cnn(-c2ccccc2)c1NC(=O)c1ccccc1C
  A: -19; B: ?; C: -2%; D: 6%

COc1ccccc1-c1nnc2sc(COc3ccc(Cl)cc3Cl)nn12
  A: 54; B: 5; C: -4%; D: 50%[activator]

The list continues:
Key to letters – A = PNC inhibitor; B = IMPase inh; C = 12-hLO inh; D = ALOX15B inhib
c1ccc2oc(SCc3cn4ccccc4n3)nc2c1
  A: -27; B: 8; C: 0%; D: 31%[activator]

CC(C)c1nc(C#N)c(N2CCOCC2)o1
  A: -9; B: ·; C: 0%; D: ·

O=C(NCC1CCS(=O)(=O)C1)NCC1CCS(=O)(=O)C1 (stereo not given)
  A: -6; B: -2; C: 3%; D: -1%

COc1nc(-c2ccccc2)ccc1-c1noc(-c2ccccc2)n1
  A: ?; B: -2; C: -3%; D: 5%

COC(=O)Cc1ccc(NC(=S)NCc2ccccc2)cc1
  A: -26; B: 10; C: -2%; D: ·

Cc1ccccc1Cn1ccc(NC(=O)c2cnn3c(C(F)(F)F)cc(-c4ccco4)nc23)n1
  A: 5; B: 4; C: 4%; D: 0%

CCC1=C(OC(=O)N(CC)CC)N2C(=O)OC(=NCC3CC3)[C@]2(Cc2ccccc2)[C@H]2C1=CC[C@H]1C(=O)N(c3ccccc3)C(=O)[C@H]12
  A: ·; B: ·; C: 0%; D: -12%

CCOC(=O)c1sc(N)c(C#N)c1COC(=O)CNC(=O)c1ccccc1
  A: -22; B: -3; C: -3%; D: -9%

C=CCn1c(SCC(=O)Nc2ccc3c(c2)OCO3)nc2ccccc2c1=O
  A: 29; B: 18; C: -7%; D: 8%

CC(=O)N1[C@H](Cc2ccccc2)C=C[C@]1(C)C(=O)NCCN1CCOCC1
  A: ·; B: ·; C: -4%; D: 3%

Cn1c(SCC(=O)OC2CCCCC2)nnc1-c1ccco1
  A: 15; B: -5; C: 5%; D: ·

CN1CCCCc2c1nc1c(c2N)CCCC1
  A: 21; B: 9; C: -4%; D: -9%

CCOc1ccc(NC(=O)CN2CCN(CC(=O)Nc3cc(OC)cc(OC)c3)CC2)cc1
  A: 21; B: 11; C: 2%; D: 2%

CCOc1ccccc1NC(=O)C1CCCN(C(=O)NCc2ccccc2)C1 (stereo not given)
  A: -27; B: 7; C: 0%; D: -2%

CC1CCN(c2nc3c(c(=O)[nH]c(=O)n3C)n2CCCc2ccccc2)CC1
  A: 24; B: 17; C: 1%; D: -8%

N#Cc1ccc(OCC(=O)N2CCN(S(=O)(=O)c3cccs3)CC2)cc1
  A: ?; B: -3; C: 2%; D: -6%

CC(N=c1ccccn1C(=O)Nc1ccc(F)cc1)c1ccco1 (stereo not given)
  A: 30; B: -6; C: 3%; D: 4%

Cc1cc(C)c(C)c(S(=O)(=O)N2C(=S)NC(=O)C2CC(C)C)c1C (stereo not given)
  A: -19; B: -5; C: -6%; D: -11%

CC(=O)NC1=NN(C(C)=O)C2(CCCCC2)S1
  A: ?; B: -3; C: 0%; D: ·

CCOc1ccc(OCC)c(NC(=O)C2CCCN(S(=O)(=O)c3cccs3)C2)c1 (stereo not given)
  A: 6; B: 6; C: 0%; D: 1%

Ordered by value in ALOX15B inhib (largest number first): 6 from the list above.
molecule	ALOX15B inhib
CC(N=c1ccccn1C(=O)Nc1ccc(F)cc1)c1ccco1 (stereo not given)	4%
CCOc1ccc(NC(=O)CN2CCN(CC(=O)Nc3cc(OC)cc(OC)c3)CC2)cc1	2%
CCOc1ccc(OCC)c(NC(=O)C2CCCN(S(=O)(=O)c3cccs3)C2)c1 (stereo not given)	1%
CCOc1ccccc1NC(=O)C1CCCN(C(=O)NCc2ccccc2)C1 (stereo not given)	-2%
N#Cc1ccc(OCC(=O)N2CCN(S(=O)(=O)c3cccs3)CC2)cc1	-6%
CC1CCN(c2nc3c(c(=O)[nH]c(=O)n3C)n2CCCc2ccccc2)CC1	-8%

(further entries)
Key to letters – A = PNC inhibitor; B = IMPase inh; C = 12-hLO inh; D = ALOX15B inhib
Cc1ccc(NC(=O)/C=C/c2ccc3c(c2)OCO3)cc1S(=O)(=O)N1CCOCC1
  A: -24; B: ·; C: -3%; D: ·

Brc1ccccc1-c1nnc(-c2cccnc2)o1
  A: -81*; B: 4; C: -2%; D: -1%

CC(=O)N(CCCc1ccc(C(C)(C)C)cc1)CCCN(C)C
  A: 3; B: 11; C: 6%; D: 24%

COc1ccc(OC)c(-c2cc(C(=O)Nc3c(C)nn(Cc4ccc(Cl)cc4)c3C)no2)c1
  A: -22; B: 8; C: -15%; D: 5%
